Assay outcomes as filed in PubChem.
Pf Dd2 inh – blocks in vitro growth of P. falciparum Dd2; P. falciparum Dd2 growth, SYBR Green, 72 h; Potency, µM (series often up to 28.9 µM), for the others: top-dose activity, negative = inhibition, hits mostly inhibitors; 120,000 tested, 4.3% active; active means well fitted inhibition curve with a large enough effect; inconclusive means small, poorly fitted or top-dose-only effect; inactive means no such curve, though single readings can be large or run the other way;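 further: plate controls were DMSO vehicle for no effect and reference drug for full effect; nearly all actives have a fitted effect of over 65% in size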
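Readout: SYBR Green fluorescence, 485 nm excitation, 535 nm emission, after ~16 h lysis at 37C. Before that, Dd2-infected red cells (2.5% hematocrit) grew 72 h with compound, 29 uM top final concentration.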
Active calls of the source: *; i = inactive; ? = inconclusive; & = joins results of further samples; [ ] = remark or other dose. Potency means the concentration at half of the fitted maximal effect.

Start of the listing, in advance, six compounds:
mol | Pf Dd2 inh
COCc1noc([C@@H]2CN(S(=O)(=O)Cc3ccccc3F)C[C@H]2C(N)=O)n1 | 0%
COc1cccc(C(=O)N2CCc3nc(-c4ccccc4)nc(-c4ccc(Cl)cc4)c3C2)c1 | ?
Cc1cc(C)n(-c2nc3cc(Cl)ccc3nc2Nc2ccc(CC(=O)O)cc2)n1 | 29%
CC(=O)Nc1cccc(-c2nc(N3CCOCC3)cc3c2CN(Cc2cnn(C)c2)C3=O)c1 | -20%
CCNc1sc(S(C)(=O)=O)nc1S(=O)(=O)c1ccc(C)cc1 | 2%
CN(C)C(=O)c1cc(-c2ccc(S(C)(=O)=O)cc2)nc2c1cnn2C | 18%

This part in full, previewed entries included:
mol | Pf Dd2 inh
COCc1noc([C@@H]2CN(S(=O)(=O)Cc3ccccc3F)C[C@H]2C(N)=O)n1 | 0%
COc1cccc(C(=O)N2CCc3nc(-c4ccccc4)nc(-c4ccc(Cl)cc4)c3C2)c1 | ?
Cc1cc(C)n(-c2nc3cc(Cl)ccc3nc2Nc2ccc(CC(=O)O)cc2)n1 | 29%
CC(=O)Nc1cccc(-c2nc(N3CCOCC3)cc3c2CN(Cc2cnn(C)c2)C3=O)c1 | -20%
CCNc1sc(S(C)(=O)=O)nc1S(=O)(=O)c1ccc(C)cc1 | 2%
CN(C)C(=O)c1cc(-c2ccc(S(C)(=O)=O)cc2)nc2c1cnn2C | 18%
COCCO[C@H]1C(=O)N(C2CCN(C(=O)c3cnccn3)CC2)[C@H]1c1ccncc1 | 9%
Cc1[nH]cnc1CN1CCCC(c2nnc(CN3CCC(O)CC3)n2C)C1 (configuration not stated) | 4%
COc1cccc(NC(=O)c2cccn(Cc3ccccc3C)c2=O)c1 | i
CN1C(=O)c2cccn2CC1CNC(=O)c1cc(CN2CCOCC2)on1 (configuration not stated) | 4%
COCCN1C(=O)[C@@H]2C[C@@H](CN2C(=O)c2ccc3c(c2)OCO3)Oc2ccccc21 | -12%[44.1 µM]
Cc1ccc2nc(-c3ccsc3)c(Nc3ccc(Cl)cc3)n2c1 | ?
COc1ccc(C(=O)N2CCOC3(CCN(C(=O)CCN)CC3)C2)cc1 | 8%
Cc1cccc(CN2CCCC3(CCN(C(=O)CCc4ccccc4C)C3)C2)c1 (configuration not stated) | ?
COc1cccc(C(=O)N[C@H]2[C@H](O)[C@H](O)C[C@@H]2c2cccnc2)c1 | 10%[44.1 µM]
COCC1CN(S(=O)(=O)c2cc(F)ccc2OC)CC12CCNCC2 (configuration not stated) | -7%

Brought forward from above: 3 entries; new compounds follow.
mol | Pf Dd2 inh
Cc1cccc(CN2CCCC3(CCN(C(=O)CCc4ccccc4C)C3)C2)c1 (configuration not stated) | ?
COc1cccc(C(=O)N[C@H]2[C@H](O)[C@H](O)C[C@@H]2c2cccnc2)c1 | 10%[44.1 µM]
COCC1CN(S(=O)(=O)c2cc(F)ccc2OC)CC12CCNCC2 (configuration not stated) | -7%
Cc1nc2nc(NC(=O)c3ccccc3F)[nH]n2c(=O)c1Cl | i
O=C(CCn1c(=O)c2cccn2c2cccnc21)NCc1ccc(Cl)cc1 | 0%
CCCCN1C[C@@H](CO)[C@H](c2nc(CCOC)no2)C1 | -14%
Cc1cccc2nc(-c3cccc(NS(=O)(=O)c4ccccc4)c3)cn12 | i
Cn1nc(-c2ccc(F)cc2)cc1[C@H]1CN2CC[C@H]1C[C@@H]2CNS(=O)(=O)c1cccs1 | ?
COc1ccc(S(=O)(=O)NCC(c2ccco2)S(=O)(=O)c2cccs2)cc1OC (configuration not stated) | i
CCCCNC(=O)C1CCN(S(=O)(=O)CCC)CC1 | ?
CCNC(=O)Nc1ccc2c(c1)CN(Cc1ccccc1OC)C(=O)C(C)O2 (configuration not stated) | i
Cc1nn2c(c1-c1cccnc1N1CCOCC1)N(CCCc1ccccc1)CCC2 | -20%[44.1 µM]
C#CCn1c(=NC(=O)c2ccc3c(c2)OCCO3)sc2cc(OC)c(OC)cc21 | 7%
Cc1cccc(C)c1NC(=O)C(=O)NCC(c1ccc2c(c1)OCO2)N1CCN(C)CC1 (configuration not stated) | ?
Cc1cccc(CNC(=O)c2ccc3c(c2)N(C)C(=O)C2CCCCN32)c1 (configuration not stated) | -1%
Cn1nc(C(=O)N2CCOCCNC(=O)CC2)c2ccccc21 | -1%
O=C(Nc1ccc2ncnc(N3CCCCC3)c2c1)c1cc(F)cc(F)c1 | -20%
Cc1cccc(C(=O)Nc2cccc(C(=O)OCc3cc(=O)n4c5c(sc4n3)CCCC5)c2)c1 | 22%
Cc1cc2nc(-c3ccc(OCc4ccccc4)cc3)cc(C(F)(F)F)n2n1 | -10%
CCCCN(C)C(=O)Cn1ccn2nc(-c3ccc(F)cc3)c(CO)c2c1=O | -9%
Cc1ccc(NC(=O)c2c(C)cc(C)nc2SCC(=O)Nc2ccc(Br)cc2)cc1 | ?
COCC(=O)N1CCN(C(=O)c2ccc(N(C)C)cc2)C[C@H]1C(=O)N[C@@H](CC1CCCCC1)C(N)=O | -8%
CCOc1ccccc1C1NC(=O)N(CC(=O)Nc2cc(C)ccc2OC)C2=C1C(=O)OC2 (configuration not stated) | -11%
COc1ccc(Cl)cc1C(=O)N1CCC[C@H]1c1nc(-c2ccc(C)cc2)no1 | ?
COCC(=O)N1CCC2(CC1)OC(=O)N(Cc1cccnc1)C2(C)c1ccccc1 (configuration not stated) | -2%[44.1 µM]
CCOc1ccc(CNC(=O)c2ccc(CS(=O)Cc3ccc(Cl)cc3)o2)cc1 (configuration not stated) | 38%[activator]
COc1ccc(C2C=C(c3ccccc3)Nc3nc(NC(=O)c4ccc(C)cc4)nn32)cc1 (configuration not stated) | 13µM*
O=C(N[C@@H]1CN(C(=O)c2ccccn2)CC[C@@H]1CO)C1CC1 | 3%
COc1ccc(Cn2c(=O)c3cccnc3n(Cc3cccc(OC)c3)c2=O)cc1 | -9%
CC(=O)Nc1ccc(CN2CCn3c(nnc3-c3ccncc3)C2)cc1 | 20%
Cc1ccc(CCNC(=O)c2ccc3c(=O)n(-c4ccccc4)c(=O)[nH]c3c2)cc1 | 53%[activator]
CCOc1ccccc1CN1C[C@@H](CO)[C@H](NC(C)=O)C1 | -18%
COc1cccc(-c2nnnn2[C@H]2CO[C@H]3[C@@H]2OC[C@@H]3NC(=O)c2ccccc2)c1 | -7%[44.1 µM]
Fc1ccc(CCC2CCCN(C3CCN(Cc4cccnc4)CC3)C2)cc1 (configuration not stated) | -24%
CC(C)C(=O)Nc1cccc(C(=O)Nc2nnc(C(F)(F)F)s2)c1 | 38%[activator]
COc1ccc(CNC(=O)C2(c3ccc(NC(C)=O)cc3)CCCCC2)cc1OC | 0%
Cc1cc(=O)[nH]c2nnc(SCC(=O)NC(C)(C)C)n12 | 10%
CC(C)c1ccccc1NC(=O)CSc1nnc(COc2ccccc2Cl)o1 | ?
Cn1ccc(C(=O)N2CCC(c3nnc4n3C(C(=O)NCc3ccc(F)cc3)CC4)CC2)n1 (configuration not stated) | 8%&19%
COc1ccc(-c2[nH]c3ccccc3c2SCCNC(=O)c2cc(OC)c(OC)c(OC)c2)cc1 | ?
CCC1c2nccn2CCCN1C(=O)c1ocnc1C (configuration not stated) | 9%
CC(C)Cc1nn2c(=O)cc(COC(=O)c3ccccc3NC(=O)c3cccs3)nc2s1 | 3%
Cc1ccccc1NC(=O)N1CCCC(Cn2cnc3cccnc32)C1 (configuration not stated) | i
COc1ccc(Cn2ccc3nc(C)c(C(=O)N4CCN(c5cc(C)ccc5C)CC4)cc3c2=O)cc1 | ?
Fc1ccc(N2CCN(Cc3nnc(-c4ccccc4Cl)o3)CC2)cc1 | 2%
Cn1c(=O)c2c(-c3ccc(Cl)cc3)ccnc2n(C)c1=O | 27%
CCS(=O)(=O)N1CC(=O)N(c2ccc(Cl)cc2C)C(C)(C(=O)NC2CCCCC2)C1 (configuration not stated) | i
COc1cc(-c2nc(Cn3nnc(C(=O)Nc4ccccc4C)c3C)c(C)o2)cc(OC)c1OC | i
CCc1ccc(NC(=O)COc2cccc(-c3nnc4n3CCCC4)c2)cc1 | 5µM*
O=C1CCSC2(C(=O)N(Cc3ccc(F)cc3)c3ccccc32)N1c1ccc(Cl)cc1 (configuration not stated) | -14%
O=c1n(Cc2ccc(Cl)cc2)c2ccccc2c2nc(-c3ccccc3)nn12 | i
COc1ccc(Cn2c(=O)c3oc4ccccc4c3n(CC(=O)Nc3ccc(F)cc3F)c2=O)cc1 | 39%[activator]
CNC(=O)CCc1ccnc(N2CCCC2)c1 | 17%
COc1cccc(N2CC(C(=O)N3CCC(C#N)CC3)NC2=O)c1 (configuration not stated) | -5%[44.1 µM]
O=C(NCc1cccc(Cl)c1)c1ccc2nc(N3CCCCC3)sc2c1 | i
O=C(c1ccccc1)N1CCC(N2CCNC2=O)CC1 | i
CN(C)Cc1cc(C[C@@H]2C[C@H](NCc3ccc(F)cc3)C2(C)C)no1 | 3.2µM*
CCCN1CCN(C(=O)CC2CCCN(c3cnn(CCOC)c(=O)c3)C2)CC1 (configuration not stated) | 53%[activator]
CN(CC1CCCO1)C(=O)c1coc(COc2cccc(C(F)(F)F)c2)n1 (configuration not stated) | -6%

Next section
mol | Pf Dd2 inh
Cc1ccc(OCc2cc(=O)n3c(-c4ccccc4)csc3n2)cc1 | -5%
Cc1cc(C(=O)N2CCC(Cc3nc(-c4ccccc4)n[nH]3)CC2)nn1C | i
O=C(CCSCCc1ccccn1)Nc1cc(F)ccc1F | -5%
COc1ccc(NC(=O)N2Cc3[nH]cnc3C[C@H]2c2nc(-c3ccc(OC)cc3)no2)cc1 | i
Cc1ccc(C(=O)N2CCC(N3C(=O)C(O)C34CCCCC4)CC2)s1 (configuration not stated) | -29%
COc1ccc(CN2CCC3(CC(c4cccc(C(F)(F)F)c4)=NO3)C2)cc1 (configuration not stated) | 4%
CN(CC(=O)N[C@H]1CCOC[C@H]1C1CCOCC1)Cc1ccccc1F | 1%
COCCNC(=O)CCCN1C(=O)COc2ccc(C(=O)COc3cc(C)ccc3F)cc21 | -20%
CCCc1cc(=O)[nH]c2nnc(SCC(=O)Nc3cccc(C)c3)n12 | i
CC(C)(CC(=O)O)CC(=O)N1Cc2[nH]cnc2C[C@H]1C(=O)NC1CCCCC1 | -13%[44.1 µM]
Cc1ccc(CNC(=O)CSc2nc3ccsc3c(=O)n2-c2ccc(Br)cc2)cc1 | 2%
Cc1cn2nc(C(=O)N3CCC(C(=O)NC4CCCCC4)CC3)cc2c(=O)[nH]1 | 23%
Cc1ccc(NC(=O)C2CCCN(c3cnccn3)C2)c(C)c1 (configuration not stated) | 11%
CCN(CC)C(=O)c1ccc(NC(=O)CCn2nc(-c3ccc(C)cc3)c3ccccc3c2=O)cc1 | i
CCCN1CCCC12Cc1ccccc1CN(C(=O)CNC(C)=O)C2 (configuration not stated) | 9%
Cc1ccc(C(=O)NCC(=O)N2CCN(c3ccccn3)CC2)cc1 | i
O=C(c1ccccc1)N1CCc2cc(CNS(=O)(=O)c3ccc(Cl)s3)ccc21 | -20%
CC(C)(C)OC(=O)N1CCC(c2c(C(=O)NCc3ccccn3)cnn2-c2ccccc2Cl)CC1 | i
CCCN1CCc2nc(SCC(=O)Nc3ccc(C)c(Cl)c3)[nH]c(=O)c2C1 | 72%[activator]
CCOc1ccc(CNC(=O)Cn2nc(C)c3nn(-c4ccc(Cl)cc4)c(C)c3c2=O)cc1 | i
O=C(Nc1ccc(NC(=O)c2ccc(Br)cc2)c(Cl)c1)c1ccc(Br)cc1 | 56%[activator]
CCC(CC)NC(=O)C1Cn2cccc2C(=O)N1Cc1ccccc1 (configuration not stated) | 5%
NS(=O)(=O)c1ccc(C(=O)N2CCCC(c3ccn[nH]3)C2)cc1 (configuration not stated) | -10%
CCc1ccc(OCC(=O)NCC(c2ccc(OC)cc2)N2CCOCC2)cc1 (configuration not stated) | 3.2µM*
CC(C)(C)OC(=O)N1CCC(c2c(C(=O)N3CCN(c4ccccn4)CC3)cnn2-c2ccc(F)cc2)CC1 | -5%
COc1ccc(N(C)C(=O)NCc2noc3ccc(C)cc23)c(OC)c1 | 13%
C=CCNC(=O)N1CCOC(CN(CC(C)C)C(=O)c2ccccc2)C1 (configuration not stated) | i
Cc1ccc(C2(C(=O)N3CCN(Cc4ccccc4)CC(O)C3)CC2)cc1 (configuration not stated) | ?
O=C(c1nc(-c2ccc(Cl)cc2)n2c1CCCCC2)N1CCN(c2ccc(F)cc2)CC1 | 16%
COc1cccc(-c2cc(C(=O)NCCn3nc(C)c(Cl)c3C)[nH]n2)c1 | -28%
COC(=O)c1ccc(NC(=O)CSc2nc(=O)[nH]c3c2CCCC3)cc1 | i
CSc1ccc(CNC(=O)c2cc3c(=O)[nH]c(C)cn3n2)cc1 | ?
OC[C@@H]1CNC[C@H]1C1CCN(C2CCOCC2)CC1 | 18%
COc1ccc(CCNC(=O)CCCn2c(SCC(N)=O)nc3cc4c(cc3c2=O)OCO4)cc1OC | i
Cc1ccc(C(=O)N2CCN(c3nnc4c(Cl)cccn34)CC2)cc1F | ?
CCOc1ccccc1C(=O)N1CCN(c2cc(C(F)(F)F)nc(C)n2)CC1 | ?
COCCCn1c(C)cnc1C1CCN(C(=O)Nc2ccc3c(c2)OCCO3)C1 (configuration not stated) | -18%
CCCc1ccc2oc(C(=O)NCCc3nncn3CC)c(C)c2c1 | -21%
O=S(=O)(c1ccc2c(c1)CCC2)N1CCCCC1c1nc(CCOCC2CC2)no1 (configuration not stated) | ?
COc1ccc(-c2nn(-c3ccc(F)cc3)c3c2cnc2ccc(F)cc23)cc1OC | 39%[activator]

A portion of the library. The share of hits here may be higher or lower than overall.
